# p53 reactivator – qHTS assay for re-activators of p53 using a Luc reporter. AID 504706, 2011. Potency, µM (doses to about 92.2 µM), inactives show at the highest dose activity change, positive = activation, hits mostly activators. H1299 p53-A138V BP100-luciferase reporter, luminescence, 24 h. actives 0.063% (n = 320,000); note: % of control where 0% means no effect; nearly all actives have a fitted effect of over 45% in size
#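 H1299 (p53-null), stable ts p53-A138V + BP100-Luc; 1000 cells/well, Opti-MEM/10% FBS; cpd 4 pt, 1:5; 24 h, 37 deg C, 5% CO2; detection reagent 10 min RT; luminescence.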
# BRCA1 expr up – qHTS Assay to Identify Small Molecule Activators of BRCA1 Expression; Potency, µM (doses to about 46.1 µM), inactives show at the top dose activation, hits mostly activators; MCF7-BRCA1-FFLuc reporter, luminescence, 48 h; response scale: scaled: vehicle 0%, 10 µM genistein 100%; actives 1.1% (n = 380,000); AID 624202, 2012; note: nearly all actives have a fitted effect of over 80% in size; some results filed as inactive show a strong effect at the top dose
#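 Compounds are tested at multiple concentrations on MCF7 BRCA1-luciferase reporter cells seeded at 2000 per well; after 48 h, a single luminescence end-point is taken and curves fitted to the normalized data.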
# uPA generation – qHTS for Inhibitors of Cell Surface uPA Generation | cell surface uPA generation assay, qHTS | Potency, µM (top dose mostly 38.3 µM), for inactives: at the highest dose activity change, negative = inhibition, usual class: inhibitors | actives 0.31% (n = 330,000); active = well fitted inhibition curve with a large enough effect; inconclusive = small, poorly fitted or top-dose-only effect; inactive = no such curve, though single readings can be large or run the other way; tested in mouse RAW 264.7 cells; note: % is set by controls: 0 for no effect and ±100 for the full control effect; nearly all actives have a fitted effect of over 55% in size
# MBNL1-CUG inh – qHTS Assay for Inhibitors of MBNL1-poly(CUG) RNA binding; Muscleblind-like protein 1 (Homo sapiens), Q9NR56; TR-FRET MBNL1-His/biotin-(CUG)12 binding, 665/545 ratio; Potency, µM (titrated, usually from 57.5 µM), without a hit: at the top dose activity change, negative = inhibition, actives largely listed as inhibitors; actives 0.036% (n = 280,000); AID 2675, 2010; active = well fitted inhibition curve with a large enough effect in the signal ratio, with a control signal flat, not every such curve was filed as active; inconclusive = small, poorly fitted or top-dose-only effect, or effect the other way, or a change in a side signal; inactive = no such curve, though single readings can be large or run the other way; the % refers to the signal ratio; note: % is set by controls: 0 for no effect and ±100 for the full control effect
# Target sequence (Q9NR56 whole entry, looked up): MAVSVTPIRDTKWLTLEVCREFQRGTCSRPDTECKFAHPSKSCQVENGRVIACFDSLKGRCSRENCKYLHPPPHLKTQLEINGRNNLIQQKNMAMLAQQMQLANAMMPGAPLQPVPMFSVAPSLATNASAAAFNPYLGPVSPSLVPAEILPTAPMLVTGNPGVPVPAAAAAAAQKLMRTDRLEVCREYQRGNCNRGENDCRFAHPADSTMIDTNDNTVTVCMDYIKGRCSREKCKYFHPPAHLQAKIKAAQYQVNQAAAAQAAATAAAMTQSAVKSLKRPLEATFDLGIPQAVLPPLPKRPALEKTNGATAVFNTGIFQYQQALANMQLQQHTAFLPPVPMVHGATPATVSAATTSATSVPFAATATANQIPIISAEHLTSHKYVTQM
#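 MBNL1-His + Biotin-(CUG)12, cpd titration 92 nM–58 uM; Tb anti-His Ab 0.055 ng/ul, SA-XL665 5 nM (final); 60 min RT; ratiometric 665/545 nm, Ex 340 nm; normalized to buffer and full-complex controls.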
# RORgamma inh – qHTS for inhibitors of ROR gamma transcriptional activity; Nuclear receptor ROR-gamma (Mus musculus), P51450; Drosophila S2 Gal4-RORgamma UAS-luciferase reporter, 20 h; Potency, µM (highest dose often 53.6 µM), without a hit: top-dose activity change, negative = inhibition, actives largely listed as inhibitors; actives 5.4% (n = 310,000); AID 2551, 2010; note: % is set by controls: 0 for no effect and ±100 for the full control effect; nearly all actives have a fitted effect of over 60% in size
#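 Stably transfected Drosophila Schneider cells are the test system, with ROR gamma fused to Gal4 and luciferase under UAS control; luminescence is read after 20 hr of 700 uM copper sulfate induction at ambient temperature.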
# NPC1 prom act – qHTS Assay for NPC1 Promoter Activators; Huh7 NPC1 promoter luciferase reporter, 24 h; Potency, µM (top dose mostly 9.22 µM), for inactives: at the highest dose activation, most hits filed as activators; actives 2.4% (n = 320,000); AID 485313, 2010;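 note: % of control where 0% means no effect; nearly all actives have a fitted effect of over 60% in size; reporter is driven by a mutant NPC1 promoter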
#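 Compounds in DMSO were transferred onto Huh7 NPC1-luciferase reporter cells pre-incubated 2 h; after 24 h at 37 °C, Amplite reagent was dispensed and luminescence recorded 10 min later.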
# VP16 counter – VP16 counterscreen qHTS for inhibitors of ROR gamma transcriptional activity; AID 2546, 2010; actives 3.5% (n = 310,000); Potency, µM (titrated, usually from 53.6 µM), inactives show at the highest dose activity, negative = inhibition, usual class: inhibitors; Drosophila S2 Gal4-VP16 UAS-luciferase, luminescence, 20 h;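 note: Gal4-VP16 expression switched on by copper sulfate through the metallothionein promoter; % is set by controls: 0 for no effect and ±100 for the full control effect; nearly all actives have a fitted effect of over 50% in size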
# FLuc counter – qHTS profiling assay for firefly luciferase inhibitor/activator using purifed enzyme and Km concentrations of substrates (counterscreen for miR-21 project); Luciferin 4-monooxygenase (Photinus pyralis), P08659; purified FLuc, Km substrates, luminescence inhibition; Potency, µM (titrated, usually from 57.5 µM), inactives show at the highest dose activity change, negative = inhibition, usual class: inhibitors; actives 6.9% (n = 360,000); AID 588342, 2011;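 note: plate controls were vehicle for no effect and reference inhibitor for full effect; nearly all actives have a fitted effect of over 55% in size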
# Target sequence (P08659 whole entry, looked up): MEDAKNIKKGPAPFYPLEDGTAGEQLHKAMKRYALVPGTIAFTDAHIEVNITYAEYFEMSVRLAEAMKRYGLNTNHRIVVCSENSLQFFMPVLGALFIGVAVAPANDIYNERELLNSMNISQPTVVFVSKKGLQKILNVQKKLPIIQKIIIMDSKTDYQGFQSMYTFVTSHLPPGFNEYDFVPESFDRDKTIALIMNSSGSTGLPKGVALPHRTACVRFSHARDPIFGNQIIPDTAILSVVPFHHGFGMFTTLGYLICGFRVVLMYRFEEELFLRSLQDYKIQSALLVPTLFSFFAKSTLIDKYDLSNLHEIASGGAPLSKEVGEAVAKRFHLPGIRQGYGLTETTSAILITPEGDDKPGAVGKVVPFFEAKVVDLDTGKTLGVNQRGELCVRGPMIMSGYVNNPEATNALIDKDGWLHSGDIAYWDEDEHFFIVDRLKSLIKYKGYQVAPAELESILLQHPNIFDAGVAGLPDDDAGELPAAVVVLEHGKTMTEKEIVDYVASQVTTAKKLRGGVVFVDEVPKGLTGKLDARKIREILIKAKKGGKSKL
#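 Purified P. pyralis luciferase (10nM final) with 10uM D-luciferin and 10uM ATP (Km levels) in 50mM Tris acetate pH 7.5, 10mM Mg acetate, 0.01% Tween-20, 0.05% BSA; qHTS 6-point titration, ~60 µM downward; luminescence read.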
# ELG1 genotox – qHTS screen for small molecules that induce genotoxicity in human embryonic kidney (HEK293T) cells expressing luciferase-tagged ELG1; AID 504466, 2011; actives 1.3% (n = 330,000); HEK293T ELG1-luciferase reporter, luminescence, 16 h; Potency, µM (top dose mostly 46 µM), inactives show at the top dose activity change, positive = activation, most hits filed as activators; note: % of control where 0% means no effect; nearly all actives have a fitted effect of over 60% in size
#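 Screening used a luciferase reporter fused to human ELG1 in HEK293T cells. Luminescence was read on a CCD plate imager after 16 hr exposure and 30 min ONE-Glo incubation.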
# Rab9 promoter act – qHTS Assay for Rab9 Promoter Activators | Huh7 Rab9 promoter-luciferase reporter, luminescence, 24 h | actives 2.8% (n = 320,000) | Potency, µM (series often up to 9.22 µM), for the others: top-dose activation, negative = inhibition, usual class: activators; note: % of control where 0% means no effect; nearly all actives have a fitted effect of over 60% in size
#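 Luminescence read-out: Huh7 cells stably expressing Rab9-luciferase, treated 24 h with compound at 37 °C, then lysed with luciferase reagent for 10 min at ambient before reading.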
# An asterisk follows results filed as active; ? = inconclusive; / = no result given; [ ] = dose if it differs, or a comment. Unless noted, calls come from the whole dose curve; as a rule, active = well fitted curve in the direction sought with a large enough effect; inconclusive = small, poorly fitted or top-dose-only effect, or another doubt; inactive = no such curve, though single readings can be large; an effect the other way counts as inactive or inconclusive. Potency is the fitted concentration of half-maximal effect.
1) COc1ccc(/C=C(\NC(=O)c2ccccc2)C(=O)OC[C@@H]2CCC[N+]3(C)CCCCC23)cc1OC (stereo not given in full)
2) O=C(Nc1ccccc1C(=O)NCc1ccco1)NC1CCCCC1
3) OCCNCc1c(OCc2ccc(Cl)cc2)ccc2ccccc12
4) COc1cccc(-c2cc(C(=O)N3N=C(C)CC3(O)C(F)F)c3ccccc3n2)c1 (stereo not given)
5) CCN(CC)c1ccc(N/C(N)=N/c2nc(C(F)(F)F)cc(=O)[nH]2)cc1

assay / entry,1,2,3,4,5
p53 reactivator,-3%,8%,3%,1%,-3%
BRCA1 expr up,-13%,14%,-40%,-27%,-16%
uPA generation,-10%,-7%,-8%,10%,-2%
MBNL1-CUG inh,?,2%,?,4%,-2%
RORgamma inh,-15%,38%,22%,-6%,0%
NPC1 prom act,5%,2%,-4%,-1%,-15%
VP16 counter,-7%,20%,1%,8%,-3%
FLuc counter,4%,?,-1%,?,2%
ELG1 genotox,11%,8%,4%,15%,9%
Rab9 promoter act,0%,10%,-3%,6%,-5%

# Results in p53 reactivator (two entries from above):
nr | smiles | p53 reactivator
3 | OCCNCc1c(OCc2ccc(Cl)cc2)ccc2ccccc12 | 3%
4 | COc1cccc(-c2cc(C(=O)N3N=C(C)CC3(O)C(F)F)c3ccccc3n2)c1 (stereo not given) | 1%

# (continued)
6) O=C(CC(Nc1ccccc1Cl)C(=O)O)c1ccccc1 (stereo not given)
7) COc1ccc(/C=N\NC(=O)/C(=C\Nc2nccc(C)n2)NC(=O)c2ccccc2)cc1
8) Fc1ccc(NCc2cccnc2)cc1
9) CCN(Cc1ccc2c(c1)OCO2)C(=O)CSc1ncnc2sccc12
10) CC(C)(C)OC(=O)NN=C(c1ccc(O)cc1)c1ccc(O)cc1

assay / entry,6,7,8,9,10
p53 reactivator,?,-2%,-2%,-11%,1%
BRCA1 expr up,-6%,15%,25%,5%,-5%
uPA generation,/,1%,-3%,14%,3%
MBNL1-CUG inh,-8%,?,5%,/,5%
RORgamma inh,7.1µM*,-38%,8%,/,39%
NPC1 prom act,-2%,0%,0%,-2%,-2%
VP16 counter,27%[10 µM],?,5%,/,-1%
FLuc counter,4.8µM*,15µM*,-1%,/,3%
ELG1 genotox,2.9µM*,0%,0%,-2%,1%
Rab9 promoter act,26%,0%,3%,3%,1%

11) O=c1[nH]c(C2CCN(S(=O)(=O)c3ccccc3F)CC2)nc2c1nnn2Cc1ccc2c(c1)OCCO2
12) CC1=C(C)CC(C(=O)NCc2c(F)cccc2Cl)C(C(=O)O)C1 (stereo not given)
13) NS(=O)(=O)c1ccc(CCNC(=O)C2CCCN2S(=O)(=O)c2cccc3nsnc23)cc1 (stereo not given)
14) Cc1ccc(S(=O)(=O)Nc2cc(C)c(O)c(S(=O)(=O)c3ccc(C)cc3)c2)cc1
15) O=[N+]([O-])c1cc(S(=O)(=O)CCCN2CCOCC2)ccc1F

assay / entry,11,12,13,14,15
p53 reactivator,-9%,-1%,-2%,-12%,-11%
BRCA1 expr up,-44%,12%,11%,10%,2%
uPA generation,15%,-3%,10%,2%,7%
MBNL1-CUG inh,4%,-8%,?,-8%,?
RORgamma inh,24%,7%,8%,?,-19%
NPC1 prom act,-5%,-4%,-2%,0%,1%
VP16 counter,3%,10%,-20%,-6%,6%
FLuc counter,4%,1%,2%,-2%,0%
ELG1 genotox,9%,-1%,-3%,-5%,?
Rab9 promoter act,-1%,-4%,-3%,-6%,-7%

16) Cc1ccc(C)c(N2CC(C(=O)Nc3nccs3)CC2=O)c1 (stereo not given)
17) O=S(=O)(NCC(c1cccs1)N1CCc2ccccc2C1)c1ccccc1 (stereo not given)
18) Cn1c(SCc2cccc(F)c2)nnc1-c1ccccn1
19) Cc1ccc(C(=O)C2(C)C3c4cc(Br)ccc4OC(=O)C32C(=O)c2ccco2)cc1 (stereo not given)
20) Cc1ccc(-c2cn3c(=O)cc(C)[nH]c3n2)cc1

assay / entry,16,17,18,19,20
p53 reactivator,-1%,8%,?,3%,-2%
BRCA1 expr up,0%,-1%,?,-3%,?
uPA generation,5%,1%,-3%,4%,-13%
MBNL1-CUG inh,-2%,/,-4%,-10%,0%
RORgamma inh,0%,/,-8%,-8%,7.9µM*
NPC1 prom act,-1%,0%,?,-5%,1.6µM*
VP16 counter,4%,/,17%,5%,7.9µM*
FLuc counter,3%,3%,?,0%,0.85µM*
ELG1 genotox,-6%,-2%,?,0%,?
Rab9 promoter act,0%,-2%,?,-9%,0.79µM*

21) CCOc1c(Br)cc(/C=C(\C#N)C(=O)NC2CC2)cc1OC
22) O=[N+]([O-])c1ccc(C(=S)N2CCN(c3ccc(F)cc3)CC2)cc1
23) O=c1[nH]c(CSc2nnc(-c3ccncc3)n2Cc2ccco2)nc2ccccc12
24) Cc1ccc(-c2nnc(Nc3ccc4c(c3)OCO4)c3ccccc23)cc1S(=O)(=O)NCCO
25) Cc1cc(C)c(NC(=O)C2CCCN2C(=O)NC2CCCCC2)c(C)c1 (stereo not given)

assay / entry,21,22,23,24,25
p53 reactivator,-2%,0%,-4%,-8%,-4%
BRCA1 expr up,-4%,-7%,0%,-75%,-1%
uPA generation,3%,-5%,6%,0%,3%
MBNL1-CUG inh,-3%,?,-13%,/,-12%
RORgamma inh,6%,11%,11%[10 µM],?,19%
NPC1 prom act,-3%,0%,0%,0%,1%
VP16 counter,-2%,-4%,-2%,-7%,-12%
FLuc counter,-1%,-16%,1%,15µM*,-1%
ELG1 genotox,4%,-5%,0%,-1%,1%
Rab9 promoter act,1%,-5%,-2%,16%,-2%

26) Cc1nc2ccccc2n1C1CCN(C(=O)Nc2ccccc2)CC1
27) O=C(N/N=C/C(Cl)=C/c1ccccc1)c1cnccn1
28) CC(C)(C)C(=O)Cn1c(=N)n(Cc2ccccc2)c2ccccc21
29) O=c1cc(CN2CCN(c3ccc(F)cc3)CC2)nc2sccn12
30) O=c1cc(Cl)c(-c2ccccc2)n[nH]1

assay / entry,26,27,28,29,30
p53 reactivator,4%,?,15%,-5%,2%
BRCA1 expr up,0%,33%,-38%,2%,-7%
uPA generation,0%,-9%,3%,0%,-4%
MBNL1-CUG inh,0%,?,-10%,7%,5%
RORgamma inh,15%,-16%,?,3%,-26%
NPC1 prom act,-1%,17%,-8%,-5%,1%
VP16 counter,12%,?,-9%,8%,-2%
FLuc counter,1%,12µM*,-1%,4%,3%
ELG1 genotox,-1%,17%,-4%,1%,-3%
Rab9 promoter act,-3%,21%,2%,-9%,11%

31) Cc1c(-c2nc(N)nc(Nc3ccccc3)n2)oc2ccccc12
32) CC(=O)c1c(N2CCN(c3ccc(F)cc3)CC2)nc(=S)n(-c2ccccc2)c1C
33) O=C(CN1C(=O)NC2(CCCCCC2)C1=O)c1cccs1
34) CC(=O)OCn1nnc2ccccc2c1=O
35) O=C(Nc1cccc(C(F)(F)F)c1)Nc1ccc(N2CCCC2)c(S(=O)(=O)Nc2ccccc2Cl)c1

assay / entry,31,32,33,34,35
p53 reactivator,-5%,1%,2%,-7%,4%
BRCA1 expr up,41%,-23%,1%,0%,-90%
uPA generation,0%,-3%,-1%,6%,-10%
MBNL1-CUG inh,6%,3%,/,-7%,2%
RORgamma inh,5%,14µM*,/,-22%,?
NPC1 prom act,1.4µM*,1%,-4%,-1%,-38%[inhibitor]
VP16 counter,-29%,7%,/,-10%,11µM*
FLuc counter,4.8µM*,-3%,-19%,1%,-1%
ELG1 genotox,7.3µM*,0%,1%,2%,-3%
Rab9 promoter act,2.5µM*,-2%,-1%,8%,-45%[inhibitor]

36) O=C1CCCN1CCCNC(=S)Nc1ccccc1Cl
37) CCCCn1c(=O)[nH]c(=O)c2c1nc(-c1ccc(C(F)(F)F)cc1)n2C
38) CCN1C(=O)CC(NNC(=O)c2ccccc2)C1=O (stereo not given)
39) CC(C)c1ccc(CCNC(=O)CSC(=S)N2CCCC2)cc1
40) CN(Cc1ccccn1)Cc1cn(Cc2ccccc2)nc1-c1ccc2c(c1)OCO2
41) Cc1cc(C)n2nc(SCC(=O)NC(=O)c3ccc(OC(F)F)cc3)nc2n1

assay / entry,36,37,38,39,40,41
p53 reactivator,2%,6%,1%,4%,-2%,-3%
BRCA1 expr up,1%,-1%,1%,15%,-3%,-19%
uPA generation,-10%,-10%,5%,3%,9%,-3%
MBNL1-CUG inh,-6%,4%,7%,/,11%,/
RORgamma inh,4%,1%,7%,/,-33%,/
NPC1 prom act,-1%,-13%,-12%,-1%,3%,/
VP16 counter,3%,1%,-11%,/,-18%,/
FLuc counter,-1%,-2%,-9%,-11%,-17%,/
ELG1 genotox,0%,6%,6%,-2%,-5%,0%
Rab9 promoter act,-1%,-11%,-1%,-5%,-5%,/
